Bioassay records as filed in PubChem.
TLR9-MyD88 block: inhibitors of human TLR9-MyD88 binding. Q9NR96+Q99836. CHO BLA complementation TLR9-MyD88, CCF4 FRET ratio. inhibition, % at 4.98 µM. AID 504734. hit rate 0.21% among 340,000;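 active = inhibition above the mean over all tested compounds plus 3 SD, cut at about 21% in these data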;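 note: 0% = DMSO only wells and 100% = clavulanate BLA inhibitor control wells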
SRC1 inh: human NCOA1 inhibition; HEK293 GAL4-SRC1 luciferase reporter, luminescence; inhibition, % at 3.6 µM; hit rate 0.12% among 360,000; AID 588354;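 active = inhibition above the campaign mean plus 3 SD, with each screening campaign given its own cutoff, cut at about 60% in these data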;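 note: 0% = DMSO treated cells and 100% = gossypol at 36 µM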
NOD2-RIPK2 inh: blocks binding of human NOD2 to RIPK2; hit rate 0.38% among 360,000; AID 624267; inhibition, % at 4.98 µM; CHO BLA complementation NOD2-RIPK2, CCF4 ratio; in the data active = inhibition above about 21%;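 note: 0% = vehicle only and 100% = reference blocker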
TROY signal inh: blocks TROY-dependent signaling in reporter cells | Q293 LMP1-TROYcd NF-kB luciferase reporter, 4 h | inhibition, % at 10 µM | hit rate 0.98% among 360,000;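 active = compounds whose plate-normalised and pattern-corrected inhibition of the luciferase reporter signal at the single screening dose is 50% or more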
SRC2 inh: inhibits human steroid receptor coactivator 2; Q15596; HEK293 GAL4-SRC2 luciferase reporter, luminescence; inhibition, % at 9 µM; hit rate 0.17% among 370,000; AID 651957;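 active = inhibition above the mean inhibition of all tested compounds plus 3 SD, set per campaign, cut at about 52% in these data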;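 note: 0% = DMSO treated cells and 100% = cells given Gossypol at 36 µM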
COUP-TFII inh: NR2F2 (human) inhibition, primary screen; HEK293T NGFI-A luciferase reporter, luminescence; inhibition, % at 8.6 µM; hit rate 0.7% among 370,000; AID 686940;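 active = inhibition above a per-plate cutoff, mean inhibition of test wells between control levels plus 3 SD, cut at about 38% in these data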;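 note: cells cotransfected with COUP-TFII expression vector driving the NGFI-A reporter; 0% = median of COUP-TF2 test wells and 100% = reporter-only cells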
LRH-1 inv ag: inverse agonists of human LRH-1 (NR5A2) | hit rate 0.13% among 360,000 | AID 602396 | inhibition, % at 3.6 µM | HEK293T StAR-luciferase reporter, LRH-1 transfected, 24 h | O00482;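 active = inhibition above the mean inhibition of all tested compounds plus 3 SD, cut at about 73% in these data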;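 note: 0% = DMSO wells and 100% = reporter-only cells lacking LRH-1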
C8 TRAIL sens: sensitizes caspase-8 expressing cells to TRAIL | hit rate 1% among 360,000 | NB7+C8 cells + TRAIL, ATPlite viability luminescence | inhibition (viability loss, TRAIL sensitization), % at 10 µM;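 active = compounds causing at least 50% loss of cell viability in the single-dose screen, relative to plate controls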
SRC3 inh: inhibits human SRC3 coactivator; Q9Y6Q9; HEK293 GAL4-SRC3 luciferase reporter, luminescence; inhibition, % at 3.6 µM; hit rate 0.17% among 360,000; AID 588352;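 active = inhibition above a per-campaign cutoff, the mean of all compounds plus 3 SD, cut at about 60% in these data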;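 note: 0% = DMSO-treated cells and 100% = gossypol-treated cells at 36 µM; higher means less SRC3-driven luciferase light from the GAL4 reporter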
LMP1 NFkB inh: reduces LMP1-driven NF-kappaB luciferase signal; LMP1-induced NF-kappaB luciferase reporter cells, luminescence; inhibition, % at 12.5 µM; hit rate 0.69% among 350,000; in the data active = inhibition above about 41%; inconclusive = no clear call, values can overlap the other calls;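 note: 0% = neutral control wells and 100% = reference inhibitor control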
Vif inh: blocks HIV Vif function. HEK293T cells, Vif self-association by quenched fluorescence, imaging, 24 h. inhibition, % at 7.49 µM. hit rate 0.35% among 340,000; in the data active = inhibition above about 50%, passing the limit was not always enough; inconclusive = no clear call, values can overlap the other calls; inactive = below about 31%; note: some results filed as inactive read as strong as hits
An asterisk follows results filed as active; ? = inconclusive; / = not tested or not shown. An excerpt; the hit share may differ from the screen's.

The line under a structure holds: TLR9-MyD88 block	SRC1 inh	NOD2-RIPK2 inh	TROY signal inh	SRC2 inh	COUP-TFII inh	LRH-1 inv ag	C8 TRAIL sens	SRC3 inh	LMP1 NFkB inh	Vif inh
CCc1cc(C(=O)NNC(=S)NCC2CCCO2)cs1 (stereo unspecified)
→ -15	-49	1	0	-16	-23	-7	-15	-19	-11	/
COc1ccc(CNS(=O)(=O)c2c(C(=O)N3CCCCC3)c(C)n(C)c2C)cc1
→ 6	5	6	-9	10	9	14	-9	-1	-1	2
Cc1cccc(N(C2C=CS(=O)(=O)C2)S(=O)(=O)c2ccccc2)c1 (stereo unspecified)
→ 7	-2	-3	0	-14	7	13	-5	4	4	4
COc1cc(/C=C(/C#N)C(=O)NC(C)c2ccccc2)cc(OC)c1O (stereo unspecified)
→ -5	-8	0	15	16	5	-3	-31	2	11	54*
CCOC(=O)C1(CCc2ccccc2)CCN(C(=O)CCn2cncn2)CC1
→ 2	-18	-9	-45	-33	-25	-57	-5	-20	?	5
CN(C(=O)CSc1nnc(-c2ccc(Cl)cc2)n1C)C1CCS(=O)(=O)C1 (stereo unspecified)
→ -12	-16	-2	0	28	13	10	-8	14	2	3
Cc1cc(N2C(=O)C(O)=C(C(=O)c3ccc(C)o3)C2c2ccc([N+](=O)[O-])cc2)no1 (stereo unspecified)
→ 6	-10	2	4	13	-14	-5	0	0	5	35
Cc1ccc(S(=O)(=O)c2c(N)n(Cc3ccco3)c3nc4ccccc4nc23)cc1C
→ 10	2	3	-1	27	11	15	-10	5	-15	-7
O=C(/C=C/c1cccnc1)/C=C/c1cccnc1
→ 7	-51	23*	72*	52*	59*	37	51*	-12	-46	?
CN(C1CCCCC1)S(=O)(=O)c1ccc(NC(=O)C2CCCCC2)cc1
→ 4	25	-2	9	4	10	10	-4	7	-7	/
Nc1ncnc2c1ncn2C1OC(CO)C(O)C1N (stereo unspecified)
→ -2	13	3	-6	-8	14	-12	4	1	-2	12
CC(C)(CO)CNC(=O)CC1C(=O)NCCN1CC(c1ccccc1)c1ccccc1 (stereo unspecified)
→ 1	-12	-1	10	12	4	2	-4	14	2	-3
CCOC(=O)C1CCCN(S(=O)(=O)c2ccc(OC)c3ccccc23)C1 (stereo unspecified)
→ -13	3	2	9	-8	7	-6	5	12	-7	-4
Cc1c(C#N)c(NC(=O)c2ccccc2)n(Cc2ccccc2)c1C
→ -5	-10	10	-13	8	5	-3	-9	-29	-13	3
C#CCN1C(=O)S/C(=C\c2cc3c(cc2OC)OCO3)C1=O
→ 3	-1	-4	-46	3	-2	-18	-11	8	-7	5
C[N+](C)(C)CCCCCCC(=O)/C=N/O
→ 9	12	1	5	-30	-20	4	-5	-4	15	5
CCOC(=O)CSc1ncnc2c1c(-c1ccccc1)cn2-c1ccc(OC)cc1
→ -3	-25	-5	-2	-2	8	-5	-2	5	-3	6
Cc1cccc(C)c1NC(=O)N1CCC(N2CCCCC2)CC1
→ -3	-10	-12	-1	-31	13	5	-6	8	1	-5
C=CCN1c2ccccc2Sc2cnccc21
→ 2	17	2	44	32	3	-23	-3	19	-3	-2
COc1cccc(N2CCN(c3ccc4nnc(CCC(=O)Nc5cc(C)ccn5)n4n3)CC2)c1
→ -5	13	6	-12	4	-4	-4	-12	1	1	0
CCOc1ccccc1N/C(=C(/C(Cl)=C(Cl)Cl)[N+](=O)[O-])n1cncn1
→ 1	-22	3	12	9	-2	14	-7	-20	-24	2
Cc1ccccc1NC(=O)c1nc[nH]c1C(=O)NCc1ccccc1
→ 6	8	16	12	33	-5	24	3	3	4	1
O=C(Nc1ccc(Br)cc1)C1CCN(C(=O)c2ccco2)CC1
→ -9	-8	3	-14	-14	-1	-5	-7	0	0	21
O=S(=O)(Nc1cccc(-n2cnnn2)c1)c1ccccc1C(F)(F)F
→ 8	4	-5	-1	-9	-7	-4	-20	9	-1	-2
Cc1cc(C(=O)Nc2ccc(F)cc2F)on1
→ -7	-2	2	-45	-25	-11	10	-16	-7	2	2
CCCCc1ccc(NC=C2C(=O)OC3(CCCCC3)OC2=O)cc1
→ -9	-25	-1	7	-6	13	11	11	8	22	-1
CN1CCN(CCC(=O)Nc2ccc(F)c(F)c2)CC1
→ 5	-5	-14	-9	-26	-4	-7	-7	10	-3	/
CCC(C)NC(=O)COCc1cc(-c2ccc3c(c2)OCO3)on1 (stereo unspecified)
→ -8	-15	-8	-33	-15	-25	-16	-6	-12	-5	-13
O=C(N/N=C/c1c(F)c(F)c(F)c(F)c1F)c1cc(-c2ccccc2)nc2ccccc12
→ 2	-11	-18	15	8	-2	-6	13	-11	/	-7
Cc1ccc(S(=O)(=O)N2c3ccccc3-c3c(ssc3=S)C2(C)C)cc1
→ -6	8	-1	12	13	14	-19	16	17	58*	-6
CCOc1cc(C(=O)O/N=C(\N)c2ccccn2)cc(OCC)c1OCC
→ 2	-17	-4	24	-19	-1	-23	61*	-7	-14	3
C[C@@H]1CN([C@@H](C)CO)S(=O)(=O)c2ccc(-c3cccc(C#N)c3)cc2O[C@@H]1CN(C)C(=O)c1ccc(F)cc1
→ -2	11	3	2	-46	18	1	9	1	4	2
CCCCN1CC(=O)N2[C@H]3c4ccc(OC)cc4OC[C@@H]3[C@H](C(=O)OCC)[C@]2(C)C1=O
→ -5	-2	2	-16	-10	1	-9	-1	5	4	-1
COC(=O)CCC(NC(=O)OCc1ccccc1)C(=O)NC(CC(C)C)C(=O)OC (stereo unspecified)
→ 4	-19	-2	6	-18	14	12	-1	10	2	4
CCNC(=S)NNC(=O)c1csc2c1CCCC2
→ 6	-1	6	-22	/	/	-19	-21	5	3	-3
CCN(Cc1ccccc1)S(=O)(=O)c1csc(C(N)=O)c1
→ -7	-8	0	-5	-9	5	2	2	-1	0	?
COc1ccc(C(=O)CN2CCN(S(=O)(=O)c3cccc([N+](=O)[O-])c3)CC2)cc1OC
→ 8	-8	-20	-1	-9	6	2	2	-9	-6	3
CC(C)N1CCc2c(sc(NC(=O)c3ccc(S(=O)(=O)N4CCOCC4)cc3)c2C#N)C1
→ 10	11	1	6	/	/	20	-8	-10	-14	15
O=C(COC(=O)c1ncc(Cl)c(Cl)c1Cl)NC1CCCCCC1
→ 8	-7	-4	-19	8	-8	3	-7	10	0	4
CC(C)[C@H](NC(=O)c1ccco1)C(=O)OCc1cc(=O)n2c(n1)sc1ccccc12
→ -4	-2	-8	-14	-17	5	14	-4	12	-5	-1
CCOc1cc2[nH]c(=O)n(Cc3ccc(C(=O)NCCOC)cc3)c(=O)c2cc1OCC
→ -8	-13	-2	8	-35	-4	15	-3	-6	0	3
COc1cccc(CC2(CO)CCCN(Cc3ccc4c(c3)OCCO4)C2)c1 (stereo unspecified)
→ 0	11	-4	17	1	2	2	-7	18	-12	6
Oc1ccc(O)c(Cc2nc3ccccc3[nH]2)c1
→ 3	5	-1	-28	-9	-1	18	-3	-7	-9	6
CC1=CC2(C)C(C3C(C)=CC2(C)C(=O)C3(C)O)C(C)(O)C1=O (stereo unspecified)
→ -2	-3	-2	4	4	3	-8	0	3	0	-14
O=S(=O)(NCC1(N2CCOCC2)CCCCC1)c1ccc(Cl)cc1C(F)(F)F
→ -6	-31	3	-8	-5	-29	0	-4	23	-5	/
CCC[C@@H](CN1CCC[C@H]1CN1C(N)=NC[C@@H]1Cc1ccccc1)N1C[C@@H]([C@H](C)CC)N(CCCC2CCCC2)C1=N
→ -3	-13	-1	-12	/	/	-3	6	-4	33	-11
O=C1CCc2cc(S(=O)(=O)N3CCC(C(=O)NCc4ccccc4Cl)CC3)ccc2N1
→ 0	-5	-6	4	21	-13	-4	1	8	-12	10
Cc1ccc(OCC(=O)OCc2c(C)noc2C)cc1C
→ -3	-5	9	11	-19	-1	-5	2	-10	-1	1
N#C/C(=C\N1CCOCC1)C(N)=O
→ /	6	0	-5	-21	5	4	-1	4	1	-12
CC(=O)OCCn1c(Br)nc2c1c(=O)[nH]c(=O)n2C
→ 8	7	-5	-7	4	0	10	9	9	-9	6
O=C(COc1ccc(S(=O)(=O)N2CCCCC2)cc1Cl)N1CCCC1
→ -19	-15	1	-12	-6	3	-5	1	-6	4	-10
CCOc1cc(N2CCOCC2)c(OCC)cc1NC(=O)CN1CCCC(C)C1 (stereo unspecified)
→ 3	0	3	7	5	11	20	5	10	5	-12
O=C(CNC(=O)Cc1ccccc1)N=Nc1c(O)[nH]c2ccc(Br)cc12
→ 1	-16	1	-14	13	18	7	-11	9	-5	-4
NC(=O)C1CCN(C(=O)CCCCCn2c(=O)[nH]c3ccsc3c2=O)CC1
→ 3	1	-4	-2	-3	-11	-11	-6	-19	6	/
CCn1nc(NS(=O)(=O)c2cccc3nonc23)c2cc3ccc(C)cc3nc21
→ -2	-2	0	17	/	/	-33	2	7	-1	4
O=C(Cn1ncc2c(=O)oc3ccccc3c21)N1CCC(N2CCCCC2)CC1
→ 2	-1	8	-5	-16	-9	-9	4	-2	-24	/
